tuberculosis growth: growth inhibition of non-replicating M. tuberculosis (AID 488890); Mycobacterium tuberculosis non-replicating, growth inhibition; higher % means a stronger effect; inhibition, % at 25 µM, or IC50 in µM where a hit was titrated; actives 0.39% (n = 320,000); in the data active = a potency from the dose series; inconclusive = inhibition mostly from about 82% at the one dose, without a potency; inactive = the rest, 99 in 100 with inhibition below about 76%;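 also: plate controls were DMSO cells for no effect and high antibiotic wells for full effect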
VEEV TC-83 Vero: inhibitors of VEEV TC-83 cytopathic effect, confirmation, Vero cells (AID 588727); Vero cells, VEEV TC-83 cytopathic effect inhibition; higher % means a stronger effect; inhibition, % at 20 µM, or IC50 in µM where a hit was titrated; actives 0.13% (n = 350,000); in the data active = a potency from the dose series; inconclusive = inhibition mostly from about 14% at the one dose, without a potency; inactive = the rest, 99 in 100 with inhibition below about 12%; also: strong numbers were not always called active
H1N1 NS1A inhibition: H1N1 influenza NS1A inhibitors, functional cell based assay (AID 504329). NS1A functional cell-based assay, percent inhibition; higher % means a stronger effect. inhibition, % at 12.5 µM, or IC50 in µM where a hit was titrated. actives 0.3% (n = 340,000); in the data active = a potency from the dose series; inconclusive = inhibition above about 27% without an active follow-up result; also: strong numbers were not always called active
PhoP GFP inhibition: PhoP regulon inhibitors, Salmonella typhi PhoP promoter GFP reporter, confirmatory (AID 1850) | Salmonella Typhi PhoP-promoter GFP reporter, fluorescence, 4 h; higher % means a stronger effect | one-dose inhibition, % at 50 µM; IC50 in µM for titrated hits | actives 0.33% (n = 310,000); in the data active = a potency from the dose series; inconclusive = inhibition mostly from about 25% at the one dose, without a potency; inactive = the rest, 99 in 100 with inhibition below about 19%;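 also: 0% = induced wells with vehicle and 100% = uninduced wells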
H37Rv inhibition: M. tuberculosis growth inhibition, HTS (AID 449762); M. tuberculosis H37Rv growth inhibition, 7H9 media; higher % means a stronger effect; inhibition, % at 25 µM, or IC50 in µM where a hit was titrated; actives 0.59% (n = 330,000); in the data active = a potency from the dose series; inconclusive = inhibition above about 70% without an active follow-up result;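 also: bacterial growth assessed after seven days of incubation; strong numbers were not always called active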
VEEV TC-83 Vero 10K pilot screen: second read-out of VEEV TC-83 Vero, no call of its own (marks repeat the call); inhibition, %; measured here: 10K pilot screen inhibition
* marks the source's active call; other numbers are inactive results; i = inactive; u = inconclusive; x = no result given. Compounds were not picked by outcome, and some 1.5% of all compounds hit somewhere here.

SMILES	tuberculosis growth	VEEV TC-83 Vero	H1N1 NS1A inhibition	PhoP GFP inhibition	H37Rv inhibition	others
Cc1nnc(OCC(=O)NCCC2=CCCCC2)c2ccccc12	-7.1%	i	-0.6%	15.2%	-11.1%
Cc1[nH]c2ccccc2c1C(=O)CSc1nc2ccccc2[nH]1	6.8%	6.3%	-4.3%	7.3%	-1.3%
O=C(Nc1ccc(C(=O)NCCCN2CCN(c3ccccc3)CC2)cc1)C1=CSCCO1	78.4%	3.4%	1.9%	9.8%	4.1%
Cc1ccc(C(C#N)c2ccc3c(C(F)(F)F)cc(C(F)(F)F)nc3n2)cc1 (stereo not given)	4.8%	7.1%	24.4µM*	4.3%	4.4%
CC(=O)c1ccc(N2CCN(c3ccc(S(=O)(=O)NCCN(C)C)cc3[N+](=O)[O-])CC2)cc1	43.5%	0.8%	-6.7%	7.0%	0.8%
CCn1c(Oc2ccccc2F)nc2c1c(=O)n(C)c(=O)n2C	17.7%	1.9%	-16.9%	-4.5%	2.9%
O=C(O)Cc1coc2cc3c(cc12)CCC3	21.7%	0.7%	-4.5%	13.4%	9.4%
CN(C)S(=O)(=O)c1ccc(C(=O)NCc2ccccn2)cc1	5.4%	0.4%	-21.5%	2.6%	-1.8%
CCN(CC)S(=O)(=O)c1cc(C(=O)OCC(=O)c2ccc3c(c2)NC(=O)CO3)ccc1F	12.5%	0.4%	-5.7%	-3.7%	-5.4%
CCOC(=O)Nc1cc2c(cc1C(C)=O)OCO2	-9.0%	1.8%	0.3%	-3.5%	0.6%
O=C(NCc1ccc(Cl)cc1)N1CCN(S(=O)(=O)c2ccccc2)CC1	6.2%	1.6%	4.3%	0.5%	-3.5%
O=C(COC(=O)c1ccc(Cl)c([N+](=O)[O-])c1)Nc1ccccc1OC(F)F	79.9%	5.6%	-2.0%	-6.3%	9.7%
O=C(NNC(=O)c1ccc(SCC2CCCO2)c([N+](=O)[O-])c1)c1ccc(Cl)c([N+](=O)[O-])c1 (stereo not given)	1.1%	5.4%	-5.1%	0.2%	0.4%
COc1ccccc1OCC(=O)OCC(=O)NC1CCCCC1	2.5%	i	2.0%	x	-5.3%
C=CCSc1nc(NC)c2sccc2n1	u	0.7%	-3.2%	22.1%	24.2%
O=Nc1c(O)n(Cc2ccc(Cl)cc2Cl)c2ccccc12	36.3%	3.1%	5.6%	0.0%	-4.0%
Cc1ccc(OCCOC(=O)c2cc(S(=O)(=O)N3CCCCC3)ccc2N2CCOCC2)cc1	15.8%	i	-5.4%	x	0.2%
COCCCN1CC(=O)N2C(c3ccc(C)cc3)c3[nH]c4ccccc4c3C[C@H]2C1=O (stereo not given in full)	4.3%	1.3%	-10.6%	-0.8%	2.0%
Cc1cc(N/C=C/C(=O)c2cccs2)ccc1F	15.1%	0.4%	0.4%	3.6%	-3.9%
FC(F)(F)c1ccccc1NC(=S)NN1CCOCC1	-1.1%	3.5%	-1.9%	12.8%	-17.1%
O=C(Nc1cc(N2CCCCC2)ncn1)c1ccccc1	6.8%	10.5%	-2.9%	0.2%	36.5%	VEEV TC-83 Vero 10K pilot screen=5.7
Cc1cc(C)c(NC(=O)COC(=O)Cn2nc(-c3ccccc3)oc2=O)c(C)c1	5.8%	1.6%	-5.1%	x	3.1%
CCOc1ccc(C(=O)NCc2ccccc2OC)cc1	8.8%	i	-6.9%	-5.2%	-5.1%
CCNC(=O)c1ccc(-n2nc(C)cc2-c2ccccc2)cc1	10.9%	6.3%	-0.3%	4.6%	5.7%
CN(C)CC(O)CN(c1ccccc1)c1ccccc1 (stereo not given)	-9.4%	0.0%	x	6.6%	-2.2%

The final 3 compounds of the part before are carried over, then new ones follow.
SMILES	tuberculosis growth	VEEV TC-83 Vero	H1N1 NS1A inhibition	PhoP GFP inhibition	H37Rv inhibition	others
CCOc1ccc(C(=O)NCc2ccccc2OC)cc1	8.8%	i	-6.9%	-5.2%	-5.1%
CCNC(=O)c1ccc(-n2nc(C)cc2-c2ccccc2)cc1	10.9%	6.3%	-0.3%	4.6%	5.7%
CN(C)CC(O)CN(c1ccccc1)c1ccccc1 (stereo not given)	-9.4%	0.0%	x	6.6%	-2.2%
O=C(CSc1ccccc1)N(c1ccc(Br)cc1)c1nccs1	27.8%	0.1%	4.1%	2.7%	6.6%
COc1ccc(C(=O)/C=C/N2CCCCC2)cc1OC	-11.8%	i	3.7%	-7.2%	0.2%
C/C=C/Cn1c(Br)nc2c1c(=O)n(C)c(=O)n2C	-1.2%	0.9%	-3.5%	8.3%	5.5%
CS(=O)(=O)c1ccc(C(=O)Nc2cc(S(C)(=O)=O)ccc2Cl)cc1	-14.7%	1.8%	-6.5%	-10.7%	2.1%
O=C(Nc1nnc(S(=O)(=O)N2CCN(c3ccc(F)cc3)CC2)s1)c1ccco1	10.9%	3.2%	1.8%	4.2%	-9.9%
O=[N+]([O-])c1ccc2nc(CN3CCCCC3)[nH]c2c1	2.6%	i	-11.4%	0.5%	-0.1%
CCOC(=O)COc1ccc2c(c1)c(C(C)=O)c(C)n2-c1ccccc1	x	2.2%	-22.5%	9.0%	-2.9%
O=C(O)C1CC(=O)N(c2ccc(OCc3ccccc3)cc2)C1 (stereo not given)	x	1.4%	1.7%	-1.1%	x
COc1cc(C(O)P(=O)(OC2CCCCC2)c2ccc(N(C)C)cc2)cc(OC)c1OC (stereo not given)	15.6%	1.0%	-10.4%	-3.1%	4.7%
O=C(Nc1ccc(F)c(Cl)c1)c1cccnc1	0.0%	i	-21.7%	3.0%	0.6%
CCCn1c(S(=O)(=O)O)nc2ccccc21	8.5%	i	8.5%	7.5%	5.5%
OC[C@H]1O[C@@](CO)(O[C@H]2O[C@H](CO)[C@@H](O)[C@H](O)[C@H]2O)[C@@H](O[C@H]2O[C@H](CO)[C@@H](O)[C@H](O)[C@H]2O)[C@@H]1O	x	2.5%	-2.0%	x	x
Cc1ccccc1-c1nc(CN2CCC(C(=O)NCc3ccco3)CC2)c(C)o1	14.6%	i	4.4%	-14.2%	-1.7%
COc1ccc(S(=O)(=O)CC(=O)c2cc3cc(Br)ccc3oc2=O)cc1	30.4%	0.5%	-3.0%	-6.3%	-1.3%
COCCn1nnnc1C(CC(C)C)N1CCN(c2ccccc2)CC1 (stereo not given)	3.8%	i	6.4%	-9.8%	-3.3%
CC(C)(C)NCC(O)COc1ccccc1C(C)(C)C (stereo not given)	6.2%	0.2%	-7.8%	-2.0%	11.0%
NCCc1nnc(SCC(=O)Nc2cccc(Cl)c2)o1	25.9%	2.5%	-1.8%	5.3%	-0.4%
CCOc1cc(-c2nccc3cc(OC)c(OC)cc23)cc(OCC)c1OCC	10.0%	6.3%	-6.1%	-6.1%	7.3%
N#C/C(=C\c1ccc(F)cc1)c1n[nH]c(Cn2cncn2)n1	-4.6%	0.8%	-6.2%	-1.1%	-7.2%
CC(=O)Nc1ccc(SC[C@H](CC(C)C)N2CCN(CC(C)C)CCC2=O)cc1	16.3%	1.5%	9.3%	5.9%	-12.4%
CSc1ccc(/C=N/N2CCN(Cc3ccc(C)cc3C)CC2)cc1	46.9%	i	6.4%	-1.3%	3.3%
CC(C)C(=O)NC(C)C(c1cccs1)N1CCOCC1 (stereo not given)	5.0%	4.2%	1.4%	3.2%	-5.0%
Cn1c(=O)cc(OCC(=O)N2CCN(C3CCCCC3)CC2)c2ccccc21	2.3%	0.4%	4.3%	-2.0%	-5.9%
O=C(O)C1CC=CCC1C(=O)N1CCCC1 (stereo not given)	-1.9%	1.6%	-20.8%	0.4%	-2.1%
Cc1nnsc1SCCNC(=O)Nc1ccc(Cl)cc1	69.2%	1.0%	-0.6%	-2.3%	-1.7%

Next section; the last four above are carried over.
SMILES	tuberculosis growth	VEEV TC-83 Vero	H1N1 NS1A inhibition	PhoP GFP inhibition	H37Rv inhibition	others
CC(C)C(=O)NC(C)C(c1cccs1)N1CCOCC1 (stereo not given)	5.0%	4.2%	1.4%	3.2%	-5.0%
Cn1c(=O)cc(OCC(=O)N2CCN(C3CCCCC3)CC2)c2ccccc21	2.3%	0.4%	4.3%	-2.0%	-5.9%
O=C(O)C1CC=CCC1C(=O)N1CCCC1 (stereo not given)	-1.9%	1.6%	-20.8%	0.4%	-2.1%
Cc1nnsc1SCCNC(=O)Nc1ccc(Cl)cc1	69.2%	1.0%	-0.6%	-2.3%	-1.7%
CN1CCCC(C(=O)c2ccc(-c3ccccc3)cc2)C1 (stereo not given)	5.5%	3.9%	-0.1%	13.9%	1.9%
CNC(=S)NNC(=O)c1sccc1OCc1ccccc1	-0.8%	i	-5.1%	0.6%	3.0%
COC(=O)c1ccsc1NC(=O)CN1CCN(Cc2ccc3c(c2)OCO3)CC1	11.1%	i	6.2%	4.6%	-6.3%
O=S(=O)(c1cccc(-c2nnc3n2CCCCC3)c1)N1CCOCC1	4.4%	0.7%	-11.5%	11.7%	5.5%
Cc1ccc(NC(=O)Cn2c(CCC(=O)O)ccc2-c2cccs2)cc1Cl	10.4%	2.6%	-1.6%	4.3%	7.0%
COc1ccccc1N1CCN(CC(=O)Nc2ccccc2C(=O)NC(C)c2ccccc2)CC1 (stereo not given)	39.7%	8.5%	-0.2%	x	0.5%
O=C(NCCCCCCNC(=O)OCCO)OCCO	-5.3%	i	7.0%	-3.8%	-5.9%
Cc1ccc(SCC(=O)NC(C)c2ccccc2)cc1 (stereo not given)	51.9%	0.1%	-0.9%	-2.1%	4.5%
Cc1cccc(C)c1NC(=O)C[n+]1cc(-c2ccccc2)n2c1CCC2	15.8%	3.4%	1.9%	-8.8%	6.2%
CC(C)(C)OC(=O)N(CCc1ccccc1)Cc1ccccc1OCc1cccc(NC(=O)C2CC2)c1	x	0.9%	-25.0%	x	x
Cc1ccc(-n2[nH]c(C)c(C=Nc3ccc4[nH]c(=O)[nH]c4c3)c2=O)cc1C	-4.1%	10.6%	2.5%	-11.7%	0.6%
Cc1ccc(Nc2n[nH]c(C)c2[N+](=O)[O-])cc1	21.7%	0.2%	5.1%	-3.4%	4.0%
CC(C)Cn1c(SCC#N)nc2ccccc2c1=O	7.1%	i	2.3%	3.4%	-2.5%
CCN(CC)c1cc(Cl)nc(N)n1	11.2%	0.8%	-5.9%	4.0%	-0.9%

Quoted at random: six entries already listed
SMILES	tuberculosis growth	VEEV TC-83 Vero	H1N1 NS1A inhibition	PhoP GFP inhibition	H37Rv inhibition	others
CNC(=S)NNC(=O)c1sccc1OCc1ccccc1	-0.8%	i	-5.1%	0.6%	3.0%
Cc1ccc(-n2[nH]c(C)c(C=Nc3ccc4[nH]c(=O)[nH]c4c3)c2=O)cc1C	-4.1%	10.6%	2.5%	-11.7%	0.6%
COc1ccccc1N1CCN(CC(=O)Nc2ccccc2C(=O)NC(C)c2ccccc2)CC1 (stereo not given)	39.7%	8.5%	-0.2%	x	0.5%
Cc1ccc(SCC(=O)NC(C)c2ccccc2)cc1 (stereo not given)	51.9%	0.1%	-0.9%	-2.1%	4.5%
CC(C)Cn1c(SCC#N)nc2ccccc2c1=O	7.1%	i	2.3%	3.4%	-2.5%
Cc1ccc(NC(=O)Cn2c(CCC(=O)O)ccc2-c2cccs2)cc1Cl	10.4%	2.6%	-1.6%	4.3%	7.0%
